HEK293 tox = qHTS of GLP-1 Receptor Inverse Agonists: Cytotox Screen; HEK293 cAMP-luciferase reporter cells, luminescence, 24 h; Potency, µM (highest dose often 38.3 µM), inactives show at the top dose activity change, negative = inhibition, most hits filed as inhibitors; 0.13% of 410,000 active;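 note: loss of luciferase light is scored as toxicity; % is set by controls: 0 for no effect and ±100 for the full control effect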
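Seeding density was 200 cells/uL; after overnight-length (12 h) culture, 23 nL compounds went on for 24 h at 37 °C. Readout used a luciferase detection reagent, luminescence taken after 12 min at room temperature.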
GLP-1R inv ag = qHTS of GLP-1 Receptor Inverse Agonists (Inhibition Mode). Glucagon-like peptide 1 receptor (Homo sapiens), P43220. HEK293 GLP-1R CRE-luciferase, luminescence, 24 h; GLP-1R form is constitutively active. Potency, µM (highest dose often 38.3 µM), for the others: top-dose activity change, negative = inhibition, actives largely listed as inhibitors. 1.6% of 410,000 active; note: % is set by controls: 0 for no effect and ±100 for the full control effect; nearly all actives have a fitted effect of over 55% in size
Target sequence (P43220 whole entry, looked up): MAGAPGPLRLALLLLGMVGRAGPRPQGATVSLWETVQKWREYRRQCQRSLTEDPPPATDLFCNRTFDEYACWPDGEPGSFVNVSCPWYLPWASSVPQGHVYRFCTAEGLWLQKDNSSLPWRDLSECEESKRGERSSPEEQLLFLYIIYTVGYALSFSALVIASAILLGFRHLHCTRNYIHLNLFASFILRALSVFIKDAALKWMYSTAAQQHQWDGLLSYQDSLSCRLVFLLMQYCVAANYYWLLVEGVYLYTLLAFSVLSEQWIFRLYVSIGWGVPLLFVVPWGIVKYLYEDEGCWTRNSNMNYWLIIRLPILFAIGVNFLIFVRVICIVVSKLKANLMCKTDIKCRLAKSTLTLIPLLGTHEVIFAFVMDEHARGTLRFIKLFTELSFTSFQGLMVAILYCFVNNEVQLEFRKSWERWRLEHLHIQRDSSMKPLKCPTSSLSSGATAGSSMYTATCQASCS
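Assay principle: reduced luminescence from a cAMP-responsive reporter in HEK293 cells co-expressing a constitutively active GLP-1R. Conditions: 24 hr compound incubation, 37 deg C, 5% CO2.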
TDP43 rescue = qHTS of TDP-43 Inhibitors; TDP-43 expressing yeast growth rescue, BacTiter-Glo, 24 h; Potency, µM (highest dose often 46.1 µM), for inactives: at the highest dose growth rescue (activation), actives largely listed as activators; 1.8% of 410,000 active; AID 652104, 2013; note: % of control where 0% means no effect; nearly all actives have a fitted effect of over 50% in size
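Yeast cells expressing TDP-43 under galactose induction are exposed to compounds for 24 hr at 30 deg C. BacTiter-Glo luminescence measures growth, so protective compounds score as activators.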
The depositor's hits bear a star; ? = inconclusive; [ ] = remark or other dose. Calls come from the whole dose curve; as a rule, active = well fitted curve in the direction sought with a large enough effect; inconclusive = small, poorly fitted or top-dose-only effect, or another doubt; inactive = no such curve, though single readings can be large; an effect the other way counts as inactive or inconclusive. Potency is the fitted concentration of half-maximal effect.

SMILES | HEK293 tox | GLP-1R inv ag | TDP43 rescue
CC(C)Oc1ccc(CNC(=O)C2CCN(C(=O)c3sccc3-n3cccc3)CC2)cc1 | -2% | -4% | 9%
Cc1ccc(C2c3[nH]c4ccccc4c3CCN2C(=O)c2ccccc2Br)cc1 (centres undefined) | -9% | ? | -13%
COc1ccc(-n2ccn(CC(=O)NCCc3ccccc3)c(=O)c2=O)cc1OC | -4% | 1% | 3%
COc1ccccc1NC(=O)CSc1ccc(-c2sc(C)nc2C)nn1 | 9% | 62%[activator] | ?
CCOC(=O)c1ccccc1NC(=O)CSc1ccc(-c2cccs2)nn1 | 1% | 18% | -2%
CCOc1ccc2nc(N3CCN(C(=O)c4ccco4)CC3)sc2c1 | -6% | 1% | ?
Cc1ccc(C(=O)Nc2c(C)nc3ccccn3c2=O)cc1 | 2% | 10% | -7%
CCOC(=O)C1=C(CN2CCN(c3ccc(OC)cc3)CC2)NC(=O)NC1c1ccc(OC)cc1 (centres undefined) | -2% | -23% | 10%
CCOc1ccc2nc(N(Cc3cccnc3)C(=O)c3ccco3)sc2c1 | 2% | -3% | 20µM*
Cc1ccc(Oc2c(C(F)(F)F)oc3c(CN4CCC(C)CC4)c(O)ccc3c2=O)cc1 | -3% | 13% | 23%
Cc1cc(C)c(OCC(=O)N(Cc2cccc(F)c2)Cc2ccco2)c(C)c1 | -3% | ? | -23%
CCOc1ccccc1NC(=O)C(NS(=O)(=O)c1cccc2nsnc12)c1ccccc1 (centres undefined) | -3% | -4% | 9%
Cc1ccc(CCNC(=O)c2ccc(Cn3c(=O)c4cccn4c4cccnc43)cc2)cc1 | -4% | 19% | 21%
CCOc1ccc(Cn2c(CNS(=O)(=O)c3cccs3)nc3cccnc32)cc1 | -6% | 2% | -7%
O=C(CSc1nccn1-c1ccc(Cl)cc1)Nc1ccc(Cl)c(Cl)c1 | -17% | -8% | 0%
COc1ccc(N2CC(NC(=O)COc3ccc4ccccc4c3)CC2=O)cc1 (centres undefined) | -8% | -7% | ?
CCOc1ccc(CNC(=O)c2ccc3c(c2)nc2n3CCC(C)C2)cc1OC (centres undefined) | 3% | 10% | 2%
Cc1ccc(N2CCN(C(=O)C3CCN(c4ncnc5c4nc4n5CCCCC4)CC3)CC2)c(C)c1 | -16% | -1% | 17%
CCc1nnc2n1N(C(C)=O)C(c1ccc(C(C)(C)C)cc1)=C(C(C)=O)S2 | -29% | ? | 27%
Cc1ccc(NC(=O)CSc2cn(CC(=O)N3CCCC3)c3ccccc23)cc1Cl | -1% | -16% | 8%
CCOc1ccc(C(=O)N(Cc2ccc(C(C)C)cc2)Cc2ccco2)cc1 | -17% | ? | -5%
CCc1ccc(-n2nc3cc(C)c(NC(=O)c4ccccc4C)cc3n2)cc1 | 1% | 16% | 8%
CC1CCCCN1c1nc(-c2ccc(C(C)(C)C)cc2)nc2ccccc12 (centres undefined) | 5% | -22% | ?
COc1ccc(-c2noc(-c3ccccc3NC(=O)c3cc(OC)c(OC)c(OC)c3)n2)cc1 | 3% | 9% | 12%

An excerpt from above in order of their number in TDP43 rescue, rising.
Structure	GLP-1R inv ag	TDP43 rescue
CCOc1ccc(C(=O)N(Cc2ccc(C(C)C)cc2)Cc2ccco2)cc1	?	-5%
CCOc1ccc(CNC(=O)c2ccc3c(c2)nc2n3CCC(C)C2)cc1OC (centres undefined)	10%	2%
CCc1ccc(-n2nc3cc(C)c(NC(=O)c4ccccc4C)cc3n2)cc1	16%	8%
Cc1ccc(N2CCN(C(=O)C3CCN(c4ncnc5c4nc4n5CCCCC4)CC3)CC2)c(C)c1	-1%	17%
CCc1nnc2n1N(C(C)=O)C(c1ccc(C(C)(C)C)cc1)=C(C(C)=O)S2	?	27%

4 compounds drawn at random from those above, as already listed:
SMILES | HEK293 tox | GLP-1R inv ag | TDP43 rescue
Cc1ccc(CCNC(=O)c2ccc(Cn3c(=O)c4cccn4c4cccnc43)cc2)cc1 | -4% | 19% | 21%
Cc1ccc(C2c3[nH]c4ccccc4c3CCN2C(=O)c2ccccc2Br)cc1 (centres undefined) | -9% | ? | -13%
CCOC(=O)c1ccccc1NC(=O)CSc1ccc(-c2cccs2)nn1 | 1% | 18% | -2%
COc1ccccc1NC(=O)CSc1ccc(-c2sc(C)nc2C)nn1 | 9% | 62%[activator] | ?

(cont.)
SMILES | HEK293 tox | GLP-1R inv ag | TDP43 rescue
Cc1cccc(CNC(=O)c2cnc3sc(N4CCCCCC4)nn3c2=O)c1 | 10% | 2% | 13%
CCCCC(=O)Nc1ccc2nc(SCC(=O)N3CCCC3)sc2c1 | -7% | 5% | -3%
CCn1c2ccccc2c2nnc(N3CCN(c4cccc(C)c4C)CC3)nc21 | 2% | 2% | 18%
O=C(NCCS(=O)(=O)N1CCN(c2ccc(F)cc2)CC1)c1ccccc1Br | -10% | -1% | ?
O=C(NCCc1nc2ccccc2n1Cc1ccccc1F)c1ccc(F)cc1 | -7% | -28% | ?
COc1ccc(CCNC(=O)CCCn2nc(C)c3sc4ccccc4c3c2=O)cc1OC | 1% | -1% | 11%
CCOc1ccc(OCC)c(NS(=O)(=O)c2ccc(-c3coc(C)n3)cc2)c1 | -13% | ? | ?
Cc1ccc(Cl)cc1NC(=O)N1CCC(CN2CCCCCC2)CC1 | 3% | 5% | 14%
COCCCNC(=O)CCCn1c(=O)c2cccn2c2cccnc21 | 3% | 5% | 2%
Cc1ccccc1CNC(=O)CCCn1c(=O)c2cccn2c2ccccc21 | -11% | 16% | 18%
Cc1c(Cl)cccc1NC(=O)Cn1c(=O)nc(-c2ccccc2)c2ccccc21 | 2% | ? | 0%
Cc1nc2ccn(Cc3cccs3)c(=O)c2cc1C(=O)N1CCN(c2ccccc2F)CC1 | -1% | -25% | 13%
COc1cccc2c1cc1c(=O)n(CC(=O)NCc3ccc(N(C)C)cc3)nc(C)n12 | -1% | 4% | 5%
O=C(CSc1nnc2ccc3ccccc3n12)Nc1ccccc1Cl | 0% | 20% | 18µM*
COc1ccc(Nc2oc(/C=C/c3ccc(F)cc3)nc2C#N)cc1 | 0% | 6% | -2%
COCc1cc(C)nc2sc3c(c12)NC(c1ccc(O)cc1)N(c1ccc(OC)cc1)C3=O (centres undefined) | 33%[activator] | 28% | 20%
O=C(c1ccccc1F)N1c2nc(-c3ccco3)nn2C2(CCCCC2)[C@@H]2CCCC[C@@H]21 | 2% | ? | 23%
O=C(Nc1ccc(Cl)cc1)c1cc(S(=O)(=O)N2CCCc3ccccc32)ccc1F | 6% | ? | 11%
Cc1ccc(C2=NN(CC(=O)NCCc3ccc(Cl)cc3)C(=O)CC2)cc1 | 2% | -4% | ?
COC(=O)c1ccccc1NC(=O)[C@H]1O[C@@H]2OC(C)(C)O[C@@H]2[C@H]2OC(C)(C)O[C@H]21 | 5% | 8% | 19%
CCc1cc(C(=O)Nc2sc(C)c(CC)c2C#N)no1 | -3% | -23% | ?
COc1ccc(-c2nc3c(c(SCC(=O)N4CCCCC4)n2)Cc2cc(C)ccc2O3)cc1 | -7% | -3% | 0%
O=C(Cc1ccccc1)Nc1c(C(=O)c2ccccc2)oc2ccccc12 | 26% | ? | 15%
CCCCN(CC)C(=O)CCn1c(=O)c2cccn2c2cccnc21 | 4% | 20% | ?
O=C(Cn1nc(Cc2cccnc2)c2ccccc2c1=O)Nc1cccc(C(F)(F)F)c1 | -2% | -30% | 1%
Cc1ccc(NC(=O)CCCc2nnc3n(C)c(=O)c4sccc4n23)cc1C | -10% | 1% | 10%
COCCCNC(=O)c1nn(-c2ccc(C)cc2)nc1CO | 1% | -1% | 10%
COc1cc(NC(=O)c2cc3c(=O)n(Cc4ccco4)ccc3nc2C)cc(OC)c1OC | 6% | 7% | 8%
CCN(c1ccccc1)S(=O)(=O)c1cc(-c2onc(C)c2C)ccc1OC | -7% | -27% | 0%
C=CCc1c(C)nc2nc(SCC(=O)Nc3cccc(Cl)c3)nn2c1C | 6% | -3% | 32µM*
CCCOc1ccc(Oc2nc(NC)nc(N3CCOCC3)n2)nn1 | -6% | 9% | -1%
COc1ccccc1NC(=O)C1=C(C)Nc2nc(SCc3ccccc3)nn2C1c1cccs1 (centres undefined) | 0% | 18% | 1%
CCOC(=O)CNC(=O)CSc1cn(CC(=O)N2CCCCCC2)c2ccccc12 | 0% | -1% | 26%
CCOC(=O)Cn1c(=O)c2c(nc(N3CCOCC3)n2Cc2ccccc2)n(C)c1=O | -2% | -26% | 7%
Cc1ccc(CNC(=O)c2nc(SCc3ccc(F)cc3)ncc2Cl)cc1 | 21% | 4% | 6%
O=C(Nc1nnc(-c2cc(Cl)ccc2Cl)o1)c1ccc2c(c1)OCCO2 | 3% | 6% | ?
O=C(c1ccc(F)cc1)N1CCc2c([nH]c3ccccc23)C1c1ccc(Cl)cc1 (centres undefined) | -9% | ? | -13%
CC(C)c1cc(C(=O)NCc2ccc(F)cc2)no1 | 4% | 5% | 21%
COc1ccc(C)cc1N(C)C(=O)c1c(C)oc2ncnc(N3CCOCC3)c12 | 12% | -9% | 22%
Cc1ccc(CNC(=O)Cn2ccn(-c3cc(C)cc(C)c3)c(=O)c2=O)cc1 | -14% | -2% | 9%
COc1ccc(OCC(=O)Nc2ccc(-c3nc4cc(C)c(C)cc4o3)cc2)cc1 | -5% | 4% | ?
CCC(C)NC(=O)Cn1c(=O)c2cccn2c2ccc(F)cc21 (centres undefined) | -7% | 0% | -1%
CCc1ccc(NC(=O)C2=C(C)C(=O)OC23CCCCC3)cc1 | 0% | ? | ?
Cc1ccccc1NC(=O)N1CCC(CN2CCCC2)CC1 | 1% | 3% | 13%
CN1C(=O)c2[nH]nc(-c3ccc(F)cc3)c2C1c1cccc(O)c1 (centres undefined) | 5% | 5% | 6%
COc1ccc(CNC(=O)CCc2cn(Cc3cc(C)ccc3C)c3ccccc23)cc1OC | -3% | ? | 10%
CN(C(=O)CSc1nc2ccc(NC(=O)COc3ccc(F)cc3)cc2s1)c1ccccc1 | ? | 11µM* | ?
CCc1cccc(NC(=O)C(Cc2ccccc2)n2cccc2)c1 (centres undefined) | -7% | ? | 24%

2 of the compounds above, with values under each structure:
Below each compound – HEK293 tox	GLP-1R inv ag	TDP43 rescue
- CCc1ccc(NC(=O)C2=C(C)C(=O)OC23CCCCC3)cc1
→ 0%	?	?
- Cc1ccccc1NC(=O)N1CCC(CN2CCCC2)CC1
→ 1%	3%	13%

(further entries)
SMILES | HEK293 tox | GLP-1R inv ag | TDP43 rescue
O=C(CCS(=O)(=O)c1ccccc1)N(Cc1cccnc1)c1nc2c(Cl)cccc2s1 | 6% | 10% | 25%
CCc1ccccc1-n1nnc(-c2nsc(NC(=O)c3ccc(C)c(C)c3)n2)c1C | 0% | 1.1µM* | 0%
Cn1nc(C(=O)N2CCN(c3ccccc3)CC2)c2c1-c1ccccc1SC2 | 3% | -5% | ?
Cn1cc(S(=O)(=O)N2CCOCC2)cc1C(=O)Nc1ccc(Cl)c(C(F)(F)F)c1 | -3% | ? | 19%

This is a subset, so the mix of outcomes need not match the whole.
